# Luc counter: Counterscreen for Luciferase (Kinase-Glo TM) Inhibition. Luciferin 4-monooxygenase (Photuris pensylvanica), Q27757. Kinase-Glo luciferase, ATP luminescence, 8 min. Potency, µM (titrated, usually from 38.3 µM), for inactives: top-dose activity change, negative = inhibition, actives largely listed as inhibitors. hit rate 0.28% among 200,000. AID 1379, 2008; also: potency is read from the fitted curve at half-maximal effect; % is scaled to controls: 0 for no effect and ±100 for the full control effect; nearly all actives have a fitted effect of over 60% in size
#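 Light output from Kinase-Glo luciferase with luciferin and 10 uM ATP in 50 mM imidazole pH 7.2, KCl, MgCl2, Tween 20, BSA; compound pin-delivered, 8-min ambient incubation, then luminescence read.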
# NPSR antag: qHTS Assay for Antagonists of the Neuropeptide S Receptor: cAMP Signal Transduction; Q6W5P4; hit rate 1% among 220,000; CHO-NPSR cells, cAMP TR-FRET, antagonist mode; AID 1461, 2008; Potency, µM (highest dose often 38.3 µM), inactives show at the top dose activity change, negative = inhibition, hits mostly inhibitors; also: potency is read from the fitted curve at half-maximal effect; % is scaled to controls: 0 for no effect and ±100 for the full control effect; nearly all actives have a fitted effect of over 50% in size; many of its hits are not listed in these tables
# Target sequence (Q6W5P4 whole entry, looked up): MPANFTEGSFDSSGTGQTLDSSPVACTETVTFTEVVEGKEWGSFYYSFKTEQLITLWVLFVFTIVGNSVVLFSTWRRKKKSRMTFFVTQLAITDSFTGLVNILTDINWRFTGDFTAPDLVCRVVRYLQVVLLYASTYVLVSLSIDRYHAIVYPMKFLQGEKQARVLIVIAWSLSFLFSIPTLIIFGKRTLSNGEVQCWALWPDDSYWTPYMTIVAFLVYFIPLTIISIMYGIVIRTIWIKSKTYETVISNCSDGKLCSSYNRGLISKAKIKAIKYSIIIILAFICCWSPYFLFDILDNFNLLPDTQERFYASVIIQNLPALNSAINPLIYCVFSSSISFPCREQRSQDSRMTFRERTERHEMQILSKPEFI
# Epigenetic reg: Quantitative High-Throughput Screen for Regulators of Epigenetic Control; murine LDR cells, GFP reporter derepression, 30 h; Potency, µM (series often up to 53.9 µM), for the others: top-dose GFP activation, hits mostly activators; hit rate 0.2% among 280,000; AID 1865, 2009; also: potency is read from the fitted curve at half-maximal effect; % of control where 0% means no effect; nearly all actives have a fitted effect of over 60% in size
#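 Readout is the number of GFP-expressing murine LDR cells, counted by cytometry following washing. Cells were treated with compound for 30 h at 37 C; the stably integrated CMV-GFP locus is normally silent.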
# Lamin A splicing: qHTS Assay for Modulators of Lamin A Splicing. Potency, µM (highest dose often 46.1 µM), for inactives: at the top dose ratio change, negative = inhibition, usual class: inhibitors. hit rate 0.01% among 200,000. AID 1487, 2009. HeLa LMNA splicing GFP/RFP minigene ratio, 48 h; active = well fitted inhibition curve with a large enough effect in the signal ratio, with a control signal flat, not every such curve was filed as active; inconclusive = small, poorly fitted or top-dose-only effect, or effect the other way, or a change in a side signal; the % refers to the signal ratio; also: potency is read from the fitted curve at half-maximal effect; % is scaled to controls: 0 for no effect and ±100 for the full control effect
#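 S3 HeLa stable clones carrying a lamin A-EGFP splicing minigene plus DsRed2 were seeded at 600 cells/well in Opti-MEM with 2% FBS, pin-dosed and incubated 48 h at 37°C. Acumen cytometry (488 nm) gave the GFP/RFP total-intensity ratio.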
# CBFb RUNX1 block: qHTS Assay for Compounds Blocking the Interaction Between CBF-beta and RUNX1 for the Treatment of Acute Myeloid Leukemia | Runt-related transcription factor 1 (Homo sapiens) + Core-binding factor subunit beta … | AlphaScreen CBFb-His/RUNX1-biotin binding, biochemical | Potency, µM (highest dose often 59.8 µM), inactives show top-dose activity, negative = inhibition, usual class: inhibitors | 230,000 tested, under 10 active; also: % of control where 0% means no effect
# Target sequence (Q01196 whole entry, looked up): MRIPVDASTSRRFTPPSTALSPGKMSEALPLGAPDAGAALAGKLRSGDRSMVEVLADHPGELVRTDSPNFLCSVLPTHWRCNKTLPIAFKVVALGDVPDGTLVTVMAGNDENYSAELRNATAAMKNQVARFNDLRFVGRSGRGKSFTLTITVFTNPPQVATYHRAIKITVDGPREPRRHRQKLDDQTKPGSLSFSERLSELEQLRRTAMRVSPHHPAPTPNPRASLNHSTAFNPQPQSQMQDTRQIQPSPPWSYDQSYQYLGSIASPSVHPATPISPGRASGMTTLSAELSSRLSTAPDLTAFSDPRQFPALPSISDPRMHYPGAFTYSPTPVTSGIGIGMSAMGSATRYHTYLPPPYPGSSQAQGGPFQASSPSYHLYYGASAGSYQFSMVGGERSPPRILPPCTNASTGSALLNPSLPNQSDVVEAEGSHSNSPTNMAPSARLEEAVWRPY
# Target sequence (Q13951 whole entry, looked up): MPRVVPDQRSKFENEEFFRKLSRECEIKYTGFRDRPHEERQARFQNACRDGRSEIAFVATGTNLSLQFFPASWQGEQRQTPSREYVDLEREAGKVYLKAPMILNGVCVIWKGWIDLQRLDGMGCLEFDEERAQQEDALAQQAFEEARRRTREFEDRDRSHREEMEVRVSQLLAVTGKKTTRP
#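 Interaction loss through any mechanism counts as activity. Pre-formed complex of His-CBF-beta and biotin-RUNX1 (30 nM apiece) is incubated with compound 15 min, then with 50 ng nickel and 50 ng streptavidin beads for 90 min before AlphaScreen detection.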
# IMPase Li inh: qHTS Assay for Identifying the Cell-Membrane Permeable IMPase Inhibitors: Potentiation with Lithium | CHO-M1 cells, IP1 TR-FRET (IP-One), carbachol + lithium | Potency, µM (doses to about 59.4 µM), for inactives: top-dose activity, negative = IMPase inhibition, actives largely listed as inhibitors | hit rate 0.35% among 210,000;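 also: IP1 builds up when IMPase is blocked and the TR-FRET signal falls; potency is read from the fitted curve at half-maximal effect; plate controls were basal vehicle for no effect and high inhibitor control for full effect; nearly all actives have a fitted effect of over 50% in size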
#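 Steps: plate 2000 CHO-M1 cells per well and culture 16–30 h; add compound and lithium; incubate 30 min, 37C; add d2-IP1 tracer and Eu cryptate anti-IP1 antibody in lysis buffer; read after 10 min at room temperature.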
# HTT aggregate: qHTS Multiplex Assay to Identify Dual Action Probes in a Cell Model of Huntington: Aggregate Formation (GFP). hit rate 1.1% among 220,000. Potency, µM (highest dose often 46.1 µM), for the others: at the highest dose activity change, negative = inhibition, hits mostly inhibitors. PC12 HttQ103-GFP aggregates, Acumen cytometry, 40 h; also: potency is read from the fitted curve at half-maximal effect; % is scaled to controls: 0 for no effect and ±100 for the full control effect; nearly all actives have a fitted effect of over 60% in size
#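 Aggregates are detected as GFP objects 1–25 µm with signal 6 STDEV over background in lysates of induced PC12 cells. These carry Huntingtin exon 1 with 103 glutamines fused to GFP under an ecdysone promoter; compounds titrated.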
# * hit, by the source's call; ? = inconclusive; / = not tested or not shown; & = joins results of further samples; [ ] = remark or other dose. Unless noted, calls follow the shape of the dose curve; as a rule, active = well fitted curve in the direction sought with a large enough effect; inconclusive = small, poorly fitted or top-dose-only effect, or another doubt; inactive = no such curve, though single readings can be large; an effect the other way counts as inactive or inconclusive. The list is partial. The share of hits here may be higher or lower than overall.
SMILES,Luc counter,NPSR antag,Epigenetic reg,Lamin A splicing,CBFb RUNX1 block,IMPase Li inh,HTT aggregate
CCOC(=O)c1c(NC(=O)c2ccc(Br)o2)sc(C)c1CC,-1%,-24%[46.1 µM],-1.3%,16%,20%,4%[38.3 µM],-10%
CS(=O)(=O)N1CCc2cc(-c3csc(NC(=O)C(c4ccccc4)c4ccccc4)n3)ccc21,-1%,-10%[46.1 µM],-1.0%,-3%,-8%,17%[38.3 µM],-11%
N#Cc1c(Cl)cccc1Oc1ccc(S(=O)(=O)Nc2ccccc2)cc1,/,30%,3.2%,9%[46 µM],-1%,/,12%[9.22 µM]
Cc1nn2c(NC(C)C)c3c(nc2c1-c1ccccc1)CCC3,/,?,-1.0%,/,26%,/,27%[9.22 µM]
COc1cc(N[C@@H](C)CCCN)c2ncccc2c1,-2%[17.1 µM],/,1.4%[16.9 µM],?,6%[21.7 µM],13%,-18%[20.6 µM]
CCOc1cc(C(=O)Nc2cnccn2)cc(OCC)c1OCC,-1%,-4%[46.1 µM],0.7%,-25%,3%,-2%[38.3 µM],12%
Cc1cc(CNC(=O)[C@H](C)[C@@H]2C[C@@]2(C)[C@@H](NC(=O)OCc2ccccc2)c2ccccc2)nn1C,-6%&0%,-3%,4.6%&-0.4%,?,-1%[2.36 µM],24%&25%,-1%
O=C(Cn1cnc2c(nnn2-c2ccc(F)cc2)c1=O)NCc1ccco1,-1%,-3%[46.1 µM],-1.6%,-12%,-3%,26%[38.3 µM],-8%
COc1ccc(NC(=O)Cn2cc(C#N)c3ccccc32)cc1,2%,-1%,-1.2%,15%[46 µM],-2%,4%,-7%
O=C(CSc1ccc(C(F)(F)F)cc1[N+](=O)[O-])Nc1ccccc1,0%,-14%[46.1 µM],0.0%,11%,2%,-5%[38.3 µM],10%
NC(=O)N/N=C/c1ccc(N2CCOCC2)s1,-4%,-18%,1.0%,?,-17%,23%,16%
CCOc1cc(C=O)c(Br)cc1OC1CCCC1,-2%,-26%[46.1 µM],2.3%,1%,8%,-3%[38.3 µM],5%
COC(=O)c1ccc(OCC(O)CN2C(=O)c3ccccc3S2(=O)=O)cc1 (configuration not stated),-2%,-17%,0.0%,?,2%,16%,/
O=C(COC(=O)CNC(=O)c1cccs1)Nc1ccccc1C(F)(F)F,3%,1%,-2.1%,2%[46 µM],22%,2%,-3%
N[C@@H](CO)c1nnc([C@H](Cc2ccc(O)cc2)NC(=O)C2CCNCC2)o1,/,-35%,0.0%,/,7%,4%,-9%[9.22 µM]
COc1ccc(/C=N/NC(=O)C2COc3ccccc3O2)cc1OC (configuration not stated),-3%,6%,0.2%,?,2%,10%,-14%[9.22 µM]
N#CCn1nnc(-c2ccc3c(c2)OCO3)n1,/,-3%[46.1 µM],-6.9%,3%,2%,/,-5%
CCCCC(=O)NC(Nc1nc(C2CC2)cs1)(C(=O)OCC)C(F)(F)F (configuration not stated),-5%,-25%[46.1 µM],?,10%,0%,-3%[38.3 µM],-4%
CCOC(=O)C1CCN(C2CC(=O)N(c3ccc(OCC)cc3)C2=O)CC1 (configuration not stated),0%,7%[46.1 µM],-1.0%,?,0%,-2%,-2%
COc1ccc(-n2nc([N+](=O)[O-])c(=NCCc3ccc(Cl)cc3)n2O)cc1,2%,-9%[46.1 µM],0.0%,10%,-27%,-11%[38.3 µM],13%
O=S(=O)(c1ccc(Cl)cc1)N1CCN(S(=O)(=O)N2CCCCCC2)CC1,-1%,-12%,-4.2%,/,-12%,-4%,19%[9.22 µM]
CN(C)S(=O)(=O)N1CCN(c2ccc([N+](=O)[O-])c(NC3CC3)c2)CC1,-1%,-16%,-0.5%,/,-5%,-1%,21%
COc1ccc(-c2ocnc2C(=O)NCc2nn(-c3ccccc3)nc2C)cc1,/,33%,0.0%,?,26%,/,18%[9.22 µM]
Cc1ccc(S(=O)(=O)c2cc(OC(=O)c3ccco3)ccc2OC(=O)c2ccco2)cc1,-1%,3%,0.0%,-14%,-8%,-1%,21%
CN(Cc1ccccc1)S(=O)(=O)c1ccc2c(c1)n(C)c(=O)c(=O)n2C,/,31%,5.7%,/,5%,/,1%[9.22 µM]
C=C(CCC(=O)c1ccccc1)C(=O)c1ccccc1,-1%,?,1.0%,?,-2%,13%,?
Cc1ccc(NC(=O)ON=C2CCCC2)cc1,0%,-1%[46.1 µM],0.0%,3%,-9%,-2%,-5%
CC(=O)N1CN(C2CC(C)(C)NC(C)(C)C2)Cc2c1sc1c2CCCC1,-2%,8%,1.1%,8%,2%,12%,9%
CC(C)CCN1CCN(Cc2cnc(-c3ccccc3)s2)CC1CCO (configuration not stated),-4%,-5%,4.2%,?,5%,11%,11%[9.22 µM]
CCN(CC)c1ccc(NC(=O)c2cc(Cl)ccc2OC)cc1,17%,?,0.0%,-6%,?,42%[activator][38.3 µM],?
N/C(Cc1cccc2ccccc12)=N\OC(=O)c1ccc2c(c1)OCO2,-3%,-3%,-0.1%,10%[46 µM],12%,5%,/
Cc1cc(N/C=C\C(=O)c2ccc(Cl)c(Cl)c2)no1,-2%,-14%[46.1 µM],0.0%,0%,10%,?,2%
CCOC(=O)C(NC(=O)c1ccc(OC)cc1)(Nc1cc(C)on1)C(F)(F)F (configuration not stated),1%,5%[46.1 µM],-0.7%,4%,3%,8%[38.3 µM],7%
Cc1cc2cc(CCNS(C)(=O)=O)c(=O)[nH]c2cc1C,2%,-5%[46.1 µM],0.0%,-6%,-2%,-7%[38.3 µM],-9%
Cc1cccc(C)c1NC(=O)c1sccc1SCc1cccc(C(F)(F)F)c1,1%,?,-0.2%,?,7%,19%[38.3 µM],?
O=C(Nc1ccon1)c1ccc(S(=O)(=O)N2CCCCCC2)cc1,0%,0%[46.1 µM],0.0%,-10%,5%,31%[activator][38.3 µM],?
CCSc1ccccc1C(=O)n1nnc2ccccc21,-2%,?,?,?,1%,-11%[38.3 µM],?
Cc1noc(C)c1CS(=O)(=O)c1ccc([N+](=O)[O-])cc1,5%,-20%,1.5%,/,7%,5%,8%
COc1ccccc1NS(=O)(=O)c1ccc(Cl)c(NC(=S)NC(=O)C2CCCC2)c1,-1%,-32%,-1.9%,?,-9%,4%,?
CN1CC[n+]2cnc3ccccc3c21,-3%,-8%[46.1 µM],-2.2%,14%,12%,4%[38.3 µM],8%
CCC(C)(C)n1nnnc1C(c1ccncc1)N1CCC(Cc2ccccc2)CC1 (configuration not stated),0%,?,-9.0%,9%,-9%,7%[38.3 µM],5%[9.22 µM]
CCOC(=O)Nc1ccc2c(c1)N(C(=O)CCN1CCN3CCCC3C1)c1ccccc1CC2 (configuration not stated),-3%,-13%[46.1 µM],1.5%,-6%,7%,30%[38.3 µM],-4%
O=C(COC(=O)Cc1cccc(C(F)(F)F)c1)Nc1ccc2c(c1)OCCO2,3%,3%,0.7%,-4%,4%,-4%,-8%
O=C(NNC(=S)Nc1cccc(C(F)(F)F)c1)c1ccc(Cl)cc1Cl,1%,15%,0.0%,?,-23%,-1%,11µM*
C/C(=N\Nc1ccc(F)cc1F)c1ccc(F)cc1,2%,5%[46.1 µM],-0.9%,11%[0.0737 µM],-3%,3%[38.3 µM],4%
O=C(Nc1nc(-c2nc3ccccc3s2)cs1)c1ccco1,-1%,-14%[46.1 µM],2.0%,6%,-8%,-6%,2%
CS(=O)(=O)N(CC(=O)Nc1cccc(Cl)c1Cl)c1ccccc1,1%,-5%[46.1 µM],-0.7%,-3%,-7%,28%[38.3 µM],11%
Cc1ccc(S(=O)(=O)N2C=CC(C(F)(F)F)=NCC2)cc1,2%,-14%[46.1 µM],-1.6%,-1%,0%,0%[38.3 µM],-8%[9.22 µM]
CCCCS(=O)CC(COCc1ccccc1)OC(=O)CSc1nc(C)cc(C)n1 (configuration not stated),3%,-19%[46.1 µM],1.5%,-3%,4%,-15%[38.3 µM],-8%
CC(C)C1COC(c2cccc3ccccc23)=N1 (configuration not stated),-22%,-25%,0.3%,3%,14%,4%,20%
# More compounds follow.
SMILES,Luc counter,NPSR antag,Epigenetic reg,Lamin A splicing,CBFb RUNX1 block,IMPase Li inh,HTT aggregate
CCn1c(=O)cc(C(=O)OC)sc1=Nc1ccc(F)c(F)c1,-1%,-8%[46.1 µM],?,?,1%,7%[38.3 µM],11%
CCCOc1ccc(-c2c(=O)n(OCc3ccc([N+](=O)[O-])cc3)c3ccccc3[n+]2[O-])cc1,4%,-22%,2.1%,-11%,-1%,2%,7%
CCN(c1cccc(C)c1)S(=O)(=O)c1cccc(C(=O)O)c1,1%&0%,-8%[46.1 µM],1.3%&-0.1%,?,2%,25%[38.3 µM],-4%
Cc1nnc(NC(=O)c2ccccc2-c2ccccc2C(=O)O)s1,/,9%,0.1%,/,-5%,/,26%[9.22 µM]
CCCCCc1cc(=O)oc2c(C(CCN3CCCCC3)c3ccc4c(c3)OCO4)c(OC)cc(OC)c12 (configuration not stated),/,?,0.0%,/,-12%,/,-15%[9.22 µM]
CN(C)/N=C/c1cc([N+](=O)[O-])ccc1O,2%,9%,0.4%,?,9%,7%,-9%
O=S(=O)(c1ccc2ccccc2c1)N1CCN(C(=S)Nc2ccc(F)cc2)CC1,0%,-28%,-1.5%,?,-8%,3%,?
O=C(Nc1nnc(-c2ccc(Cl)cc2)o1)Nc1ccccc1F,/,14%,-3.1%,/,6%,/,3%[9.22 µM]
O=C(Nc1ccc2[nH]c(=O)[nH]c2c1)Nc1ccc(F)cc1F,/,-1%,1.2%,/,16%,-3%,-13%[9.22 µM]
O=C(Nc1cc(Cl)ccc1N1CCOCC1)c1cccnc1Cl,/,2%,2.1%,/,3%,/,9%[9.22 µM]
COc1cc(NC(=O)C2CCCO2)c(C(=O)O)cc1OC (configuration not stated),3%,1%[46.1 µM],-1.0%,-6%,1%,11%[38.3 µM],16%

# From PubChem BioAssay
